Myeloid diff MLP: myeloid differentiation induction; ER-HoxA9 myeloid progenitors, lysozyme-GFP differentiation, flow cytometry; calls only at 10 µM; 1% of 360,000 active;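 active = normalized GFP-positive differentiation at or above the plate's own cutoff, the solvent-only control mean plus 3 SD; inconclusive = no clear call, values can overlap the other calls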;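 also: cells exposed to compound for four days before flow analysis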
Myeloid diff MLP GFP+ MAC1+ %: second read-out of Myeloid diff MLP, no call of its own (marks repeat the call); GFP+ MAC1+ double positive, %; measured here: differentiation confirmed by MAC1 staining
Numbers without * were called inactive; i = inactive; ? = inconclusive; . = no result given.

SMILES | Myeloid diff MLP | Myeloid diff MLP GFP+ MAC1+ %
COc1cc(/C=C/CNC[C@H]2O[C@@H](n3ccc(N)nc3=O)[C@H](O)[C@@H]2O)ccc1O | i | 0.5
O=C(NCCNCC(O)COc1ccc(O)cc1)N1CCOCC1 (centres undefined) | i | 1.6
O=C1Nc2ccccc2SC1=Cc1ccccc1 | i | 0.5
CCC(=O)OCOc1ccc(/C=C2/CCC(CN(C)C)C2=O)cc1 (centres undefined) | i | 3.8
C=CCn1c(C)nnc1SCC(=O)Nc1ccccc1C(=O)NC1CC1 | i | 0.2
CCCn1c(C(O)c2cccc(OC)c2)nc2ccccc21 (centres undefined) | i | 0.5
O=C1O[C@H](CO)[C@@H](O)[C@H](O)[C@H]1O | i | 1.7
CC(C)C[C@H]1CN([C@@H](Cc2ccccc2)CN2CCC[C@H]2CN2C(=O)C(=O)NC[C@@H]2Cc2ccc(O)cc2)C(=O)C(=O)N1CC1CCCCC1 | i | 1.3
Cc1nc(-c2ccc(F)cc2)c(CC(=O)N(C)CC(=O)Nc2c(C)cccc2C)s1 | i | 1.0
C[C@H](CO)N1C[C@H](C)[C@@H](CN(C)C(=O)c2cnccn2)Oc2ncc(Br)cc2C1=O | i | 0.8
Cc1ccc(C=NNC(=O)C(=O)Nc2ccc(Cl)c([N+](=O)[O-])c2)cc1 | i | 0.6
O=C(Cc1n[nH]c(=O)c2ccccc12)Nc1cc(C(F)(F)F)ccc1-n1cncn1 | i | 0.6
CCN1C(=O)[C@@H]2[C@@H]3CN(S(=O)(=O)c4ccc(C)cc4)[C@@H](c4ccccc4F)[C@@H]3C(=O)C[C@@H]2C1=O | i | 0.9
Cc1cccc(CN(C)C[C@H]2OCc3cnnn3CCCC(=O)N([C@H](C)CO)C[C@@H]2C)c1 | i | 0.3
CC1(C(=O)NS(=O)(=O)c2ccc(Cl)cc2)CCN1C(=O)Cc1ccsc1 (centres undefined) | i | 0.3
O=C(CO)c1c[nH]c2ccccc12 | i | 1.8
O=C(NCCc1ccccc1)Nc1nnc([C@@H]2C[C@H](O)[C@@H](CO)O2)s1 | i | 0.2
COc1ccc(S(=O)(=O)N2CCCCCC2)cc1NC(=O)CCc1cc(OC)c(OC)c(OC)c1 | i | 0.1
COC(C/C=C/C(=O)[C@H](C)OCc1ccccc1)OC | i | 1.6
CC(NC(=O)C1CCN(CCOc2ccc(Cl)cc2)CC1)c1cccc2ccccc12 (centres undefined) | i | 0.9
COc1ccc(S(=O)(=O)N2CCN(C(=O)c3ccccn3)CC2)cc1 | i | 0.6
CCCNC(=O)C1(C)CCN(Cc2ccc(Oc3ccccc3)cc2)C1 (centres undefined) | i | 1.0
COC(C/C=C/[C@H](O)[C@H](C)OCc1ccccc1)OC | i | 1.5
COc1ccc(CN(C)C(=O)CCC(=O)N2CCN(S(=O)(=O)c3ccc(Cl)cc3)CC2)c(OC)c1 | i | 0.7
Cc1cccnc1C(NC(=O)C1CCN(CCCOc2ccccc2)CC1)c1ccc(F)cc1 (centres undefined) | i | 1.4
CC(C)(C)OC(=O)N1CCCC(C(=O)Nc2cccc(C(=O)NCCc3ccccc3)c2)C1 (centres undefined) | i | 0.9
COc1ccc(C(=O)Nc2ccc3nc4n(c(=O)c3c2)CCCCC4)cc1OC | i | 0.5
O=C(Nc1ccn(CCCN2CCN(Cc3ccc(F)cc3)CC2)c(=O)n1)OCc1ccccc1 | i | 0.3
CCN(CC)C(=O)C1=C(C)N(CCCN2CCCC2=O)C(=O)C(CC(=O)NC(c2ccccc2)c2ccccc2)C1 (centres undefined) | i | 0.2
CCCNc1ncnc2[nH]ncc12 | i | 0.9
CC[C@H](C)[C@H]1CNC(=O)C(=O)N1CC1CCN(CCCc2ccc(OC)c(OC)c2)CC1 | i | 2.0
CCCCNC(=O)C1(C)CCC(=O)N1C1CC1 (centres undefined) | i | 0.6
Cc1cccc(C(=O)N(C(=O)c2cccc(C)c2)N(C)C)c1 | i | 1.7
C[C@H]1CCCCO[C@H](CN(C)Cc2ccncc2)[C@@H](C)CN([C@@H](C)CO)C(=O)c2cc(NS(=O)(=O)c3ccccc3)ccc2O1 | i | 0.8
CCC1C(c2ccccc2)=CCC(C(=O)O)C1C (centres undefined) | i | 0.6
O=C(NCc1ccccc1Cl)c1ccc2sc([C@@H]3O[C@H](CO)[C@H](O)[C@H](O)[C@H]3O)nc2c1 | i | 1.3
CCc1nc2ccc(C(=O)Nc3ccc(C(N)=O)cc3)cn2c1N(C)CCC(C)C | i | 0.5
CCOC(=O)C1=C[C@@H](C2CCCC2)N(S(=O)(=O)c2ccc([N+](=O)[O-])cc2)[C@H]1c1ccccc1 | i | 0.9
O=C(Cc1ccc(NC(=O)C2CCCN(C(=O)C3CCCC3)C2)cc1)Nc1ccc(C(=O)N2CCOCC2)cc1 (centres undefined) | i | 1.2
Cc1ccccc1CNC(=O)C(=O)NCC1CCCN1S(=O)(=O)c1cccs1 (centres undefined) | i | 0.7
Cc1ccccc1CC(=O)Nc1ccc2c(c1)c(=O)n(C)n2-c1ccccc1F | i | 2.1
CCC(C(=O)NC(C)(C)C)n1c(-c2ccc3c(c2)OCO3)nc2ccccc21 (centres undefined) | i | 2.4
Cc1cc(NC(=O)c2ccc3sc([C@@H]4O[C@H](CO)[C@H](O)[C@H](O)[C@H]4O)nc3c2)n(C)n1 | i | 1.2
Fc1ccc(-c2nc3ccc(Cl)cn3c2Cc2cccc(F)c2)cc1 | i | 0.3
COc1ccc(CC(=O)OCC(=O)Nc2cccc(C(C)=O)c2)cc1OC | i | 1.3
O=C(N[C@@H](CCC/[N+]([O-])=C/c1ccccc1)C(=O)O)OCc1ccccc1 | i | 3.9
COC(=O)c1ccc2nc(-c3ccc(F)cc3)c(Cc3ccc(C)cc3)n2c1 | i | 0.7
Nc1cc2c(cc1Br)-c1ccc(F)cc1C2O (centres undefined) | i | 0.8
C[C@@H](NC(=O)[C@@H]1CCCN1C(=O)[C@@H]1CCCN1C(=O)c1cccc(Cl)c1)c1ccccc1 | i | 0.6
CN(C(=O)c1cccc(NC(=O)Cc2ccc(NC(=O)C3CCCN(C(=O)C4CCCC4)C3)cc2)c1)C1CCCCC1 (centres undefined) | i | 0.3
O=C(NCc1ccc(F)cc1)c1cc(C2CCCCN2C(=O)CCCc2ccccc2)on1 (centres undefined) | i | 0.7
CCCc1cc(C(=O)OCC(=O)NCCc2ccccc2)sc1C | i | 1.4
CCOC1=C2CN(S(=O)(=O)c3ccc(C)cc3)[C@H](c3ccccc3)C[C@H]2[C@H]2C(=O)N(c3ccccc3)C(=O)[C@H]2C1 | i | 1.2
CN(C)CCCn1c2c(c(SCC(=O)Nc3ccc4c(c3)OCCO4)nc1=O)CCCC2 | i | 0.9
CCOC(=O)Cc1csc(SCC(=O)Nc2ccc(C)cc2F)n1 | i | 1.0
CCc1ccc([C@H]2[C@@H]3C(=O)C[C@@H]4C(=O)N(C5CCCCC5)C(=O)[C@@H]4[C@@H]3CN2S(=O)(=O)c2ccc(C)cc2)cc1 | i | 0.7
O=S1(=O)CC(N2CCCC2)CN1C1CCCC1 (centres undefined) | i | 0.5
O=C(COC(=O)C1=Cc2ccccc2OC1)NCc1ccc(F)cc1 | i | 0.6
Cc1noc(C)c1NC(=O)N(C)C[C@@H]1OCc2cnnn2CCCC(=O)N([C@@H](C)CO)C[C@@H]1C | i | 0.5
COc1ccc(Cc2c(-c3cccc(Cl)c3)nc3ccc(C)cn23)c(C)c1 | i | 0.8

Six of the compounds above, in markdown.
| structure | Myeloid diff MLP | Myeloid diff MLP GFP+ MAC1+ % |
| --- | --- | --- |
| O=C(NCc1ccc(F)cc1)c1cc(C2CCCCN2C(=O)CCCc2ccccc2)on1 (centres undefined) | i | 0.7 |
| C[C@@H](NC(=O)[C@@H]1CCCN1C(=O)[C@@H]1CCCN1C(=O)c1cccc(Cl)c1)c1ccccc1 | i | 0.6 |
| Cc1noc(C)c1NC(=O)N(C)C[C@@H]1OCc2cnnn2CCCC(=O)N([C@@H](C)CO)C[C@@H]1C | i | 0.5 |
| CN(C)CCCn1c2c(c(SCC(=O)Nc3ccc4c(c3)OCCO4)nc1=O)CCCC2 | i | 0.9 |
| COc1ccc(Cc2c(-c3cccc(Cl)c3)nc3ccc(C)cn23)c(C)c1 | i | 0.8 |
| O=S1(=O)CC(N2CCCC2)CN1C1CCCC1 (centres undefined) | i | 0.5 |

Of the compounds above, 2 have bromine:
SMILES | Myeloid diff MLP | Myeloid diff MLP GFP+ MAC1+ %
C[C@H](CO)N1C[C@H](C)[C@@H](CN(C)C(=O)c2cnccn2)Oc2ncc(Br)cc2C1=O | i | 0.8
Nc1cc2c(cc1Br)-c1ccc(F)cc1C2O (centres undefined) | i | 0.8

Next section
SMILES | Myeloid diff MLP | Myeloid diff MLP GFP+ MAC1+ %
CCNC(=O)C1(C)CCN(C(=O)c2ccc(C(=O)OC)cc2)C1 (centres undefined) | i | 0.3
CC(OC(=O)c1ccc([N+](=O)[O-])o1)C(=O)Nc1nc(-c2ccc(F)c(F)c2)cs1 (centres undefined) | i | 0.9
CC(C)(C)S(=O)N1Cc2cc(C(=O)NCC(F)(F)F)nc(-c3cccc(-c4cccc(F)c4)c3)c2[C@@H]1CCO (some centres undefined) | i | 1.3
CCCn1c(C)cc(C(=O)CN2C(=O)NC3(CCCCCC3)C2=O)c1C | i | 0.7
CCNC(=O)C1(C)CCCN(Cc2cccc3c2OCCO3)C1 (centres undefined) | i | 1.1
CC1CC(=O)N(CCc2ccccc2)C(=O)C1 | i | 2.9
O=[N+]([O-])c1ccc(CN2CC(N3CC=CC3)CS2(=O)=O)cc1 (centres undefined) | i | 0.8
CN(C(=O)c1cccc(NC(=O)Cc2ccc(NC(=O)C3CCN(C(=O)C4CC4)CC3)cc2)c1)C1CCCCC1 | i | 0.3
O=C(COC(=O)c1cccc(S(=O)(=O)N2CCCCC2)c1)NCc1cccc(Cl)c1 | i | 0.5
N#CC1(Nc2ccc(C(=O)O)cc2)CCCC1 | i | 0.8
COC(=O)CCCn1cc(CN2CC(N3CCN(Cc4ccccc4F)CC3)CS2(=O)=O)nn1 (centres undefined) | i | 0.7
COc1ccc(CNC(=O)O[C@H]2Cn3c(=O)ccc(=O)n3[C@@H]3CN(S(=O)(=O)c4ccc(C)cc4)C[C@]23O)cc1OC | i | 1.3
CC(C)CNC(=O)C1(C)CCCN1C(=O)c1c(Cl)cccc1Cl (centres undefined) | i | 1.3
CC(=O)Nc1ccc(SCC(=O)NNC(=O)CN(C)S(=O)(=O)c2ccc(C)cc2)cc1 | i | 1.2
Cc1ccc(C)c(N2CCN(C(c3ccccc3)c3nnnn3C(C)(C)C)CC2)c1 (centres undefined) | i | 1.1
O=C(COC(=O)c1cc(=O)c2ccccc2o1)NCc1ccc(Cl)cc1 | i | 0.9
CCOC(=O)C1(C)CCCN1C(=O)c1ccc(C(=O)OC)cc1 (centres undefined) | i | 0.9
CCc1nnc(NC(=O)c2ccc3c(=O)n4c(nc3c2)CCC4)s1 | i | 0.6
CCOc1ccc(Nc2ccc(S(=O)(=O)N3CCOCC3)cc2[N+](=O)[O-])cc1 | i | 1.0
CC1(c2cccc(Br)c2)NC(=O)N(CC(=O)NCCC2=CCCCC2)C1=O (centres undefined) | i | 1.0
COCCCNC(=O)c1csc([C@@H]2C[C@H](O)[C@@H](CO)O2)n1 | i | 0.7
Cc1ccc2c(C)nc(Nc3nc(CSc4nc5ccccc5s4)cc(=O)[nH]3)nc2c1 | i | 0.5
COc1ccc(NC(=O)C2(C)Cc3c(-c4cccc(NC(C)=O)c4)ccnc3O2)cc1 (centres undefined) | ? | .
CC1CCCCC1=NNC(=O)c1ccccc1 (centres undefined) | i | 0.7

One compound at a time, as listed above. Screens in order: Myeloid diff MLP, Myeloid diff MLP GFP+ MAC1+ %
Record of CCc1nnc(NC(=O)c2ccc3c(=O)n4c(nc3c2)CCC4)s1 = i, 0.6
Record of CCOc1ccc(Nc2ccc(S(=O)(=O)N3CCOCC3)cc2[N+](=O)[O-])cc1 = i, 1.0
Record of CCOC(=O)C1(C)CCCN1C(=O)c1ccc(C(=O)OC)cc1 (centres undefined) = i, 0.9
Record of COc1ccc(NC(=O)C2(C)Cc3c(-c4cccc(NC(C)=O)c4)ccnc3O2)cc1 (centres undefined) = ?, .

Next results.
SMILES | Myeloid diff MLP | Myeloid diff MLP GFP+ MAC1+ %
C=CCn1c(SCC(=O)Nc2cc(C)on2)nc2ccccc21 | i | 2.5
COc1ccc([C@H]2C[C@H](n3cc(COC(=O)c4ccccc4)nn3)[C@@H](O)CN2Cc2cccs2)cc1 | i | 2.5
N#Cc1ccccc1COC(=O)c1cc(S(=O)(=O)N2CCOCC2)ccc1F | i | 1.7
O=C1NC[C@H](CCCCN2C[C@H](Cc3ccc(O)cc3)N(CCc3ccc(O)cc3)C(=O)C2=O)N(CC2CCCCC2)C1=O | i | 0.4
OCC(O)C1OC(c2ccco2)OC(CO)C1O (centres undefined) | i | 1.8
O=C(NCc1cccnc1)C1C2C=CC(C2)C1C(=O)Nc1cccc(C(F)(F)F)c1 (centres undefined) | i | 0.7
COc1ccc(C(=O)C(=O)N2CCC(Cc3ccccc3)CC2)cc1OC | i | 1.7
Cc1ccc(S(=O)(=O)N2CC=C(N)N2)cc1 | i | 0.7
C[C@@H]1CN([C@@H](C)CO)C(=O)c2cc(N(C)C)ccc2O[C@@H](C)CCCCO[C@@H]1CN(C)Cc1ccc2c(c1)OCO2 | i | 0.7
CC(=O)Nc1cccc(-c2csc(C(C)(O)c3cccc(F)c3)n2)c1 (centres undefined) | i | 0.6
CCc1nnc(NC(=O)[C@@H](NS(=O)(=O)c2ccc3c(c2)OCCO3)C(C)C)s1 | i | 0.5
CCC(=O)N1CCC1(C)C(=O)Nc1ccc2c(c1)CCN2C(C)=O (centres undefined) | i | 1.0
CCCCn1nnnc1C(c1cccc(OC)c1OC)N1CCN(C/C=C/c2ccccc2)CC1 (centres undefined) | i | 1.0
CCN(CC)c1ccc(C(=O)NNC(=O)C2CCN(c3ncnc4sc(C)c(C)c34)CC2)cc1 | i | 1.5
CCCCCCCCNS(=O)(=O)CCNCCc1ccccc1 | i | 0.3
Cc1nc(N2CCN(S(=O)(=O)c3cccs3)CC2)c2c(-c3ccccc3)c(C)sc2n1 | i | 1.5
CC(C)(C)C(C(=O)NCc1ccccc1)N1CCN(CCN2CCOCC2)CC1 (centres undefined) | i | 2.6

Assay outcomes from PubChem.

An excerpt, so the mix of outcomes need not match the whole.
